Pin1 inhibitor: human Pin1 inhibition; Potency, µM (top dose mostly 115 µM), for inactives: at the highest dose activity, negative = inhibition, usual class: inhibitors; Pin1 FP peptide displacement, HiFluor488, 10 min; AID 504891; 390,000 tested, 0.009% active; active = well fitted inhibition curve with a large enough effect in the polarisation, with a control signal flat, not every such curve was filed as active; inconclusive = small, poorly fitted or top-dose-only effect, or effect the other way, or a change in a side signal; inactive = no such curve, though single readings can be large or run the other way; the % refers to the polarisation; also: potency is read from the fitted curve at half-maximal effect; % is scaled to controls: 0 for no effect and ±100 for the full control effect
BAZ2B block: BAZ2B (human) inhibition | Q9UIF8 | AlphaScreen BAZ2B-H3K14Ac peptide displacement | Potency, µM (series often up to 114 µM), for inactives: at the top dose activity change, negative = inhibition, actives largely listed as inhibitors | 360,000 tested, 4.4% active | AID 504333; also: potency is read from the fitted curve at half-maximal effect; % is scaled to controls: 0 for no effect and ±100 for the full control effect; nearly all actives have a fitted effect of over 60% in size
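Inhibition is scored as reduced AlphaScreen emission. The BAZ2B/b-H3(5-23)K14Ac complex (50 nM each) in PBS pH 7.4, 0.01% Tween-20 meets compound (up to 110 uM) for 30 min at RT before bead addition.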
HP1b chromo inh: inhibitors of HP1-beta chromodomain binding to methylated histone tails. AID 540317. 390,000 tested, 0.56% active. Potency, µM (top dose mostly 114 µM), without a hit: top-dose activity change, negative = inhibition, actives largely listed as inhibitors. AlphaScreen HP1-beta / biotin-H3K9me3 peptide binding. P83916; also: potency is read from the fitted curve at half-maximal effect; nearly all actives have a fitted effect of over 70% in size; inactives centre near 23
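Compound inhibition of the preformed complex between 50 nM HP1-beta and 50 nM biotinylated H3K9me3 peptide was read by AlphaScreen. Buffer was PBS pH 7.4 with 0.01% Tween-20. Incubations ran 30 min at room temperature, with 10 ug/mL donor/acceptor beads.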
Pol eta inh: DNA polymerase eta (human) inhibition; 390,000 tested, 1.2% active; Potency, µM (doses to about 114 µM), without a hit: at the top dose activity change, negative = inhibition, most hits filed as inhibitors; recombinant Pol eta, fluorescent DNA replication assay; AID 588591; also: potency is read from the fitted curve at half-maximal effect; % is scaled to controls: 0 for no effect and ±100 for the full control effect
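Fluorescent replication assay: 50 nM final substrate added after a 15 min room-temperature compound preincubation with 10 nM enzyme. Signal taken at 0 min and again at 10 min.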
PI4K2A block: PI4K2A (human) kinase inhibition; Q9BTU6; purified PI4K2A, ADP-Glo luminescence, 1 h; hits give low values; activity change, negative = inhibition, % at 76.9 µM; 420,000 tested, 0.13% active; in the data active = activity change below about -50%; inconclusive = mostly about -30% to -49%;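 also: -100% = wells without enzyme as full effect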
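PI4K2A activity was measured by ADP-Glo luminescence: enzyme (4 ug/mL stock) and phosphatidylinositol (1.2 mM stock) in Tris pH 7.5/MgCl2/EGTA/Triton X-100 buffer were reacted with ATP (300 microM stock) for one hour at ambient temperature.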
JMJD2A Tudor inh: inhibitors of human JMJD2A Tudor domain; O75164; AlphaScreen JMJD2A-Tudor / H3K4me3 peptide binding; Potency, µM (highest dose often 114 µM), without a hit: at the highest dose activity change, negative = inhibition, most hits filed as inhibitors; 390,000 tested, 4.4% active; AID 504339; also: potency is read from the fitted curve at half-maximal effect; % is scaled to controls: 0 for no effect and ±100 for the full control effect; nearly all actives have a fitted effect of over 50% in size
Tb PGK inh: T. brucei PGK inhibition | P07378 | PGK/GAPDH coupled, Kinase-Glo luminescence, 60 min | Potency, µM (series often up to 57.5 µM), inactives show top-dose activity change, negative = inhibition, usual class: inhibitors | 380,000 tested, 0.043% active | AID 602233; also: potency is read from the fitted curve at half-maximal effect; % is scaled to controls: 0 for no effect and ±100 for the full control effect; nearly all actives have a fitted effect of over 60% in size
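Recombinant glycosomal PGK reaction used 1,3-bisphosphoglycerate generated in-well by GAPDH (100nM final) in 100mM TEA pH 7.6, 5mM MgCl2, 0.01% Tween-20. After 60 minutes at room temperature, ATP was read by Kinase-Glo Plus luminescence end-point.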
G9a inh: blocks human histone lysine methyltransferase G9a | Q96KQ7 | G9a H3K9 monomethylation, AlphaScreen, 2 h | Potency, µM (series often up to 102 µM), for inactives: at the highest dose activity, negative = inhibition, hits mostly inhibitors | 350,000 tested, 8.8% active; also: potency is read from the fitted curve at half-maximal effect; % is scaled to controls: 0 for no effect and ±100 for the full control effect; nearly all actives have a fitted effect of over 75% in size
Target sequence (Q96KQ7 913-1193 limits assumed): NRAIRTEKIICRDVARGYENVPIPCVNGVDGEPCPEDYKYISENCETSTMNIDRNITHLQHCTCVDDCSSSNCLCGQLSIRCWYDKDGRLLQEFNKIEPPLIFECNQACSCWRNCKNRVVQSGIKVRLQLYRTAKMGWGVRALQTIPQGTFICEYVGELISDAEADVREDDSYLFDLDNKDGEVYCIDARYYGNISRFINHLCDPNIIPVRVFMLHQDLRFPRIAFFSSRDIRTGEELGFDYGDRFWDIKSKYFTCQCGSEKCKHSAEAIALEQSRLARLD
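Readings reflect AlphaScreen signal from monomethyl-H3K9 antibody detection. HMT at 20 nM; substrate b-H3K9 500 nM; cofactor SAM 20 uM; 2 h RT reaction; compounds tested as titrations in qHTS with 15 min preincubation.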
GLS inh: glutaminase GLS (human) inhibition | AID 624170 | GLS enzymatic activity, qHTS titration | O94925 | 410,000 tested, 0.21% active | Potency, µM (titrated, usually from 45.5 µM), for inactives: at the top dose activity change, negative = inhibition, most hits filed as inhibitors; also: potency is read from the fitted curve at half-maximal effect; % is scaled to controls: 0 for no effect and ±100 for the full control effect
Target sequence (O94925 whole entry, looked up): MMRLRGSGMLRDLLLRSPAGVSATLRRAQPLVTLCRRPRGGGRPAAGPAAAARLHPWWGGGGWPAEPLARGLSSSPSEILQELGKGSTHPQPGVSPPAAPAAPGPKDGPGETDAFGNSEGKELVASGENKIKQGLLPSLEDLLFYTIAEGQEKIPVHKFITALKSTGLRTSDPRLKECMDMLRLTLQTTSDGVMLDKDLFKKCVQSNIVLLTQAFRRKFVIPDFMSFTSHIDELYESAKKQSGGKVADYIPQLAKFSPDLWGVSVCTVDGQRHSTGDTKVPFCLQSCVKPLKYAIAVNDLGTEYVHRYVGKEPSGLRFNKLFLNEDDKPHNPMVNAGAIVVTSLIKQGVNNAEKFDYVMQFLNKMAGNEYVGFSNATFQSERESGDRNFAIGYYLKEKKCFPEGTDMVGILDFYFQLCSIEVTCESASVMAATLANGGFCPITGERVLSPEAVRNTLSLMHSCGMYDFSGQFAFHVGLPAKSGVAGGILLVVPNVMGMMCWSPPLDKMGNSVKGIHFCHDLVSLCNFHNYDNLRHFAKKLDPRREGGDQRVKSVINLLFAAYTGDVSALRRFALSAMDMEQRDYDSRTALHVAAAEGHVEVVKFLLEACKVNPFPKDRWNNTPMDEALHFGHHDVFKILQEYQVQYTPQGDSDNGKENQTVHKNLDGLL
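Two-point fluorescence kinetic (t0, 30 min RT) for hKGA; glutamate detected via glutamate oxidase–HRP–Amplex Red. Substrate: 1 mM L-glutamine solution; buffer 45 mM KH2PO4, pH 8.2.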
* = called active by the depositor; i = inactive; u = inconclusive; x = not tested or not shown; [ ] = remark or other dose. Unless noted, calls follow the shape of the dose curve; as a rule, active = well fitted curve in the direction sought with a large enough effect; inconclusive = small, poorly fitted or top-dose-only effect, or another doubt; inactive = no such curve, though single readings can be large; an effect the other way counts as inactive or inconclusive. Not all compounds are listed; the hit share may differ from the screen's.

Sequence of screens – Pin1 inhibitor	BAZ2B block	HP1b chromo inh	Pol eta inh	PI4K2A block	JMJD2A Tudor inh	Tb PGK inh	G9a inh	GLS inh
CCN(Cc1nc(-c2cccc(Cl)c2)no1)CC1CCCO1 (stereo not given)
 : 3%	12%	-33%	-8%	6	-13%	-6%	x	0%
O=C(NCC(=O)N1CCN(Cc2c(F)cccc2Cl)CC1)c1cccs1
 : x	x	x	-10%	6	x	-7%	x	1%
COC(CNC(=O)CN1CCN(Cc2ccccc2F)C1=O)OC
 : -3%	9%	27%	-18%	0	-10%	x	-3%	1%
O=C(COc1ccccc1)Nc1nnc(C23CC4CC(CC(C4)C2)C3)s1
 : 11%	3%	23%	-11%	-1	-10%	5%	14%	0%
COc1ccccc1N1CCN(/N=C/c2ccccc2C(=O)O)CC1
 : -17%	1%	44%[activator]	-13%	-14	-6%	-5%	x	-2%
COc1ccc(NC(=S)Nc2ccccn2)c(OC)c1
 : -2%	-22%	7%	9%	1	-6%	-4%	u	42%
CCCC(C(=O)NC(C)(C)CC)N(Cc1ccco1)C(=O)CNS(=O)(=O)c1ccccc1 (stereo not given)
 : -5%	-26%	2%	0%	2	-6%	5%	2%	10%
O=S(=O)(Nc1ccc2c(c1)OCO2)c1cccc(Br)c1
 : -1%	-4%	34%	-14%	1	-6%	-7%	3%[2.33 µM]	13%
COc1ccc(C(=O)c2cn(Cc3cccc(C)c3)c3cc4c(cc3c2=O)OCCO4)cc1OC
 : 19%	-28%	26%	-14%	0	-18%	-12%	-28%[59 µM]	1%
COc1ccc(NC(=O)N(CCCN2CCOCC2)Cc2cccnc2)c(OC)c1
 : -4%	x	24%	-5%	2	-13%	i	x	21%
Cc1cccc(CSc2nc3cccnc3n2Cc2ccc(C(=O)NCc3ccco3)cc2)c1
 : 60%[activator]	u	36%	-13%	-15	-33%	i	u	-8%
Cc1cccc(C(=O)N(Cc2ccccc2F)C2CCS(=O)(=O)C2)c1 (stereo not given)
 : 2%	-12%	34%	-26%	0	-4%	-9%	0%[59 µM]	-6%
O=C(COC(=O)c1nc(Cl)ccc1Cl)Nc1ccc2[nH]c(=O)[nH]c2c1
 : u	6%	21%	u	4	-17%	9%	u	0%
CN(C)C(CNC(=O)c1ccc(S(=O)(=O)Nc2ccccc2)cc1)c1ccco1 (stereo not given)
 : -3%	9%	-6%	-8%	1	-32%	-8%	18%[2.33 µM]	-1%
Cc1cccc(NC(=O)CSc2nc3ccc(NC(=O)COc4ccccc4C)cc3s2)c1
 : u	-3%	48%[activator]	-24%	7	10%	-3%	-2%[59 µM]	0%
COC(=O)c1c(NC(=O)CCS(=O)(=O)c2ccccc2)sc2c1CCN(C)C2
 : 9%	-17%	27%	-8%	3	-14%	4%	u	11%
COC(=O)c1ccccc1NC(=O)CSc1n[nH]c(-c2ccco2)n1
 : -3%	-1%	-13%	-18%	5	-26%	-7%	-10%	7%
C=C(c1ccccc1O)n1ccnc1
 : -6%	-2%	25%	-8%	4	-8%	5%	11%	-1%
Cc1cc(C)c(-c2csc(NC(=O)/C=C/c3cccs3)n2)c(C)c1
 : 14%	-10%	11%	-14%	9	-14%	-4%	8%[59 µM]	9%
COCCNC(=O)CSc1nnc(-c2ccccc2)c(-c2ccccc2)n1
 : -1%	x	21%	-3%	-3	-6%	5%	-8%	5%
COC(=O)C(C(=O)Nc1ccccc1C)C1CCCCCC1 (stereo not given)
 : -5%	2%	24%	-19%	-15	-13%	i	17%	2%
NC(=NCCc1ccccc1)NC(=O)c1cc(Cl)ccc1O
 : -7%	x	30%	-12%	-2	3%	i	x	1%
COc1ccc(NC(=O)CCCCn2c(=O)[nH]c3ccccc3c2=O)cc1
 : 2%	1%	29%	-9%	0	6%	-5%	11%[59 µM]	9%
Brc1ccc(-c2csc3ncnc(-n4nnc5ccccc54)c23)cc1
 : 20%	-18%	35%	-15%	-1	4%	-2%	35%[59 µM]	9%
Cc1cc(C)cc(N(CC(=O)NC(C)(C)C)C(=O)CCC(=O)Nc2nccs2)c1
 : -6%	8%	88%[activator]	-6%	-7	-22%	-3%	x	0%
CCCSc1ncc(Cl)c(C(=O)Nc2ccc(S(=O)(=O)N3CCC(C)CC3)cc2)n1
 : 24%	-5%	40%[activator]	x	4	-14%	x	-3%[59 µM]	1%
Cc1cc(NC(=O)CSc2nc3c(cnn3-c3cccc(Cl)c3)c(=O)[nH]2)no1
 : 113%[activator]	x	31%	-8%	1	-10%	7%	x	0%
CC(C)(C)c1csc(NC(=O)c2ccc(Br)o2)n1
 : -6%	-13%	31%	-22%	-4	-7%	-2%	x	7%
CC(O)(C#CCN1CCCC1)c1ccccc1 (stereo not given)
 : -2%	-4%	37%	-16%	-1	-8%	-7%	5%[59 µM]	12%
COc1ccccc1CNC(=O)COC(=O)CSc1ccc(C)c(C)c1
 : -1%	11%	47%[activator]	-25%	-3	22%	-4%	12%	-11%

Continued:
smiles,Pin1 inhibitor,BAZ2B block,HP1b chromo inh,Pol eta inh,PI4K2A block,JMJD2A Tudor inh,Tb PGK inh,G9a inh,GLS inh
O=C(O)c1ccccc1Nc1ccc2nonc2c1[N+](=O)[O-],1%,-24%,46%[activator],-8%,-13,0%,i,u,0%
CN(CC(=O)Nc1ccc(Cl)cc1)C(=O)CNC(=O)c1ccc2c(c1)OCO2,1%,-5%,15%,-29%,-2,-7%,1%,1%[59 µM],0%
Cc1nc(NCCc2ccccc2F)c(C#N)c(C)c1[N+](=O)[O-],0%,-1%,24%,-9%,4,-15%,4%,-27%[59 µM],16%
CCc1cccc(N2C(=O)N(Cc3c(F)cccc3Cl)c3ccccc3S2(=O)=O)c1,2%,-4%,24%,u,-1,-12%,-7%,-1%[59 µM],6%
CC1=C(C(=O)OCc2ccccc2)C(c2ccc(N(C)C)cc2)NC(=O)N1 (stereo not given),u,u,-24%,-5%,2,u,-9%,10µM*,-2%
COc1ccc(CC(=O)Nc2ccc(-c3nc4ccccc4s3)c(C)c2)cc1OC,16%,-4%,21%,-15%,0,-12%,4%,13%[59 µM],7%
CCSc1c(-c2ccccc2)nc2c(C)cccc2c1C(=O)O,-5%,3%,33%[activator],-12%,6,-2%,6%,u,-8%
CCCc1nn2c(=O)cc(COC(=O)c3cccc(NC(=O)CCc4ccccc4)c3)nc2s1,u,-8%,40%[activator],-14%,2,-21%,-2%,15%[59 µM],4%
OC1(c2cccc(C(F)(F)F)c2)CCN(c2ncnc3c2[nH]c2ccc(F)cc23)CC1,12%,-35%,2%,-25%,-10,-31%,-4%,-5%[59 µM],-2%
COc1cc(OC)c2c3c(c(C4CCCCC4)nc2c1)CCC3,u,x,38%,-20%,1,15%,7%,x,11%
COc1cc(-c2noc(C)c2C#Cc2ccsc2)cc(OC)c1OC,9%,0%,75%[activator],-16%,-2,33%,-6%,x,4%
CCCCn1c2nc3ccccc3nc2c2c(=O)n(-c3ccccc3)cnc21,1%,2%,29%,-4%,-2,-6%,-6%,17%,-7%
COc1cc(C(NC=O)C(=O)Nc2c(C)cccc2C)ccc1O (stereo not given),6%,4%,40%[activator],-9%,12,2%,-10%,-3%,21%
CCCCNC(=O)[C@H]1C[C@H]1[C@@H](O)[C@H](CO)NC(=O)[C@H](COCc1ccccc1)NC(=O)OC(C)(C)C,u,4%,45%[activator],-4%,4,-9%,2%,x,-1%
COc1ccc(NC(=O)CCC(=O)N2CCCC2)c([N+](=O)[O-])c1,-3%,-9%,34%,-16%,0,-9%,2%,65%[activator],-2%

Three of these compounds in another layout.
Pin1 inhibitor	BAZ2B block	HP1b chromo inh	Pol eta inh	PI4K2A block	JMJD2A Tudor inh	Tb PGK inh	G9a inh	GLS inh	SMILES
-5%	-26%	2%	0%	2	-6%	5%	2%	10%	CCCC(C(=O)NC(C)(C)CC)N(Cc1ccco1)C(=O)CNS(=O)(=O)c1ccccc1 (stereo not given)
-1%	-4%	34%	-14%	1	-6%	-7%	3%[2.33 µM]	13%	O=S(=O)(Nc1ccc2c(c1)OCO2)c1cccc(Br)c1
19%	-28%	26%	-14%	0	-18%	-12%	-28%[59 µM]	1%	COc1ccc(C(=O)c2cn(Cc3cccc(C)c3)c3cc4c(cc3c2=O)OCCO4)cc1OC

Compound activity from PubChem.
